# MC4R barr agon = agonists of human melanocortin 4 receptor (MC4R) beta-arrestin | U2OS MC4R beta-arrestin complementation, luminescence; percent of melanotan II response, DMSO zero | activation, % at 8.9 µM | P32245 | hit rate 0.98% among 360,000;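 active = activation above a per-plate cutoff, the mean activation of sample wells on that plate plus 3 SD, cut at about 8% in these data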
# MC4R antagonist = antagonists of human melanocortin 4 receptor (MC4R) | P32245 | MC4R-expressing cells, MTII-stimulated cAMP, LANCE TR-FRET | inhibition, % at 6.5 µM | hit rate 0.48% among 360,000;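 active = inhibition above its plate's cutoff, the mean of tested wells on that plate plus 3 SD, cut at about 29% in these data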;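 note: 0% = Melanotan II alone and 100% = Melanotan II plus saturating MCL0020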
#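 System: U2OS cells stably expressing human melanocortin 4 receptor (MC4R). Reagent: Melanotan II challenge after compound preincubation. Doses: 6.5 µM. Times: 30-min compound, 1-h challenge, 1-h detection, room temperature. Measured by: TR-FRET with Eu-cAMP and labeled anti-cAMP, 671 nm. Replicates: singlicate.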
# ABHD5 PLIN5 PPI = blocks binding of human ABHD5 to perilipin-5; Q00G26+Q8WTS1; Split G. princeps luciferase complementation, luminescence, 4 h; inhibition, % at 4 µM; hit rate 0.78% among 360,000; AID 602281;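 active = inhibition above the mean inhibition across every tested compound plus 3 SD, cut at about 22% in these data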;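 note: 0% = DMSO only wells and the 100% control is not disclosed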
# Granule exo inh = lytic granule exocytosis inhibition | inhibition, % at 10 µM | TALL-104 LAMP-1 surface exposure, flow cytometry; cells stimulated with thapsigargin and PMA | hit rate 0.66% among 360,000 | AID 651702;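 active = inhibition above about 55%, limit read from the data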
# CaV13 FRET inh = Disruptors of the CACNA1D IQ motif to Ca2+-dependent inactivation inhibitor domain association, primary screening, Förster resonance energy transfer in intact living …; inhibition, % at 12.3 µM; HEK cells, CFP/YFP FRET ICDI-IQ, plate reader, 10 min; percent FRET-ratio fall versus neutral wells; hit rate 0.098% among 340,000;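 active = mean replicate inhibition of at least 30% and at least 1% of replicates passing that level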;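 note: 0% = median of the neutral control wells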
# HTR2A ag = activates the mouse 5-HT2A serotonin receptor | P35363 | hit rate 0.66% among 360,000 | CHO-K1 mHTR2A beta-arrestin complementation, luminescence; percent of 30 µM serotonin response | activation, % at 7.6 µM;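 active = activation above a run cutoff, the mean activation of all tested compounds plus 3 SD, cut at about 14% in these data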;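 note: 0% = plate median of compound wells and 100% = 30 µM serotonin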
# Target sequence (P35363 whole entry, looked up): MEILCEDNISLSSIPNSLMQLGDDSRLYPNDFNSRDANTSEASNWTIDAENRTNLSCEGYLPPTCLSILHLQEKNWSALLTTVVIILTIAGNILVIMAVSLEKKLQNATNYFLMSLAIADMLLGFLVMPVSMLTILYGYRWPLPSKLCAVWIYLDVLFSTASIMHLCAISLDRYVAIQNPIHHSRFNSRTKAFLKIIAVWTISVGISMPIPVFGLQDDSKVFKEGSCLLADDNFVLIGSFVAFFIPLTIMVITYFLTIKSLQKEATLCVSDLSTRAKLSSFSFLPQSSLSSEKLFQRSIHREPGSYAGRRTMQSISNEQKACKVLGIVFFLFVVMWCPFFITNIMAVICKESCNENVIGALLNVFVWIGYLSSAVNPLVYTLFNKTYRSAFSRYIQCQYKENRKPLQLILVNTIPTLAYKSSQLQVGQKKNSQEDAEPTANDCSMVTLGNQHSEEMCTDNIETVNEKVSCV
# Glyco luc inh = blocks N-linked glycosylation in D54 reporter cells | D54 ERlucT glycosylation luciferase reporter, 24 h; percent of 100 nM tunicamycin response | reporter increase, % at 12.5 µM | hit rate 0.23% among 360,000 | AID 588692;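 active = mean luciferase reporter signal, scaled so untreated is 0 and the glycosylation-blocking control 100, at or above a set limit in every replicate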;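 note: luciferase carries N-glycosylation sites so blocking glycosylation raises the light; 0% = median of neutral control wells and 100% = median of 100 nM tunicamycin wells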
# Cardio protect = protects H9c2 cardiomyocytes from peroxide injury. hit rate 0.63% among 360,000. H2O2 injury protection, ATPLite, 2 h. protection from H2O2 cell death, % at 20 µM;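 active = compounds giving at least 50% protection of heart cells from peroxide-induced death in the single-dose screen, raw or plate-pattern-corrected value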;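 note: 0% = DMSO wells with peroxide and 100% = DMSO wells without peroxide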
# PDI inh = inhibitors of human protein disulfide isomerase; P07237; PDI insulin aggregation turbidity, A650, 90 min; inhibition, % at 10 µM; hit rate 0.052% among 350,000; AID 588391;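 active = mean inhibition across replicates of 30% or more, whatever share of single replicates reach that level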;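 note: absorbance from insulin aggregation driven by PDI reduction with DTT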
# Target sequence (P07237 whole entry, looked up): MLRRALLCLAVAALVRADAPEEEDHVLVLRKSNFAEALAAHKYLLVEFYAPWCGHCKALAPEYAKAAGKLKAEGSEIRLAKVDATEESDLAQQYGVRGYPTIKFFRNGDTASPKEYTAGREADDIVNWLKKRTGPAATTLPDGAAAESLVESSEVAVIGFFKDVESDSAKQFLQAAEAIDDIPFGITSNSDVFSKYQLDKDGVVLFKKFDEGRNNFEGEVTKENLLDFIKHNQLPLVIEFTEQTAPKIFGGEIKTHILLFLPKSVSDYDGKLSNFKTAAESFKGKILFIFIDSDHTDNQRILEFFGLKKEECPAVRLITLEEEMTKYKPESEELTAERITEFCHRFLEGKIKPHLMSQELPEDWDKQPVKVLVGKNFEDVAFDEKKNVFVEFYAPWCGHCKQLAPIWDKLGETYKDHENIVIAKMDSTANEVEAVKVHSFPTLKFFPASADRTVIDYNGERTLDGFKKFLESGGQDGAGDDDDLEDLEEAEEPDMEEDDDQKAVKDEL
# ABCB6 inh 2 = blocks the human ABCB6 transporter; Q9NP58; K562-ABCB6 porphyrin accumulation, flow cytometry, 1 h; stronger effect = lower value; fluorescence ratio to DMSO, % at 10 µM; hit rate 0.19% among 360,000;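 active = fluorescence ratio to DMSO below 75%, the collection mean minus 3 SD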;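 note: signal is porphyrin accumulated inside mitochondria; 100% equals median channel fluorescence of DMSO control wells; lower ratio means ABCB6 inhibition with less porphyrin fluorescence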
# An asterisk follows results filed as active; x = not tested or not shown.
SMILES,MC4R barr agon,MC4R antagonist,ABHD5 PLIN5 PPI,Granule exo inh,CaV13 FRET inh,HTR2A ag,Glyco luc inh,Cardio protect,PDI inh,ABCB6 inh 2
COc1cc(C(=O)NCc2ccc3c(c2)cc(C)n3C)cc(OC)c1OC,1.4,17,3,-1,5,-1,1,3,4,103
Cc1cc(=O)[nH]c(SCC(=O)N(CCC#N)c2ccccc2)c1C#N,-4.7,11,-1,-8,-7,0,-1,6,-2,106
COC(=O)C1(C(=O)OC)c2ccccc2N(S(=O)(=O)c2ccc(C)cc2)C1CC(C)=O (centres undefined),x,x,4,-3,-9,2,x,x,x,x
COc1cc(/C=N/N2CCN(c3ccccc3OC)CC2)ccc1O,-0.7,3,-14,-1,-4,-8,-1,8,1,92
CCOC(=O)CNC(=S)SC,0.3,7,-3,10,-5,4,-1,7,2,96
Cc1cc(C)n2nc(C(=O)N(C)c3c(N)n(Cc4ccccc4)c(=O)[nH]c3=O)nc2n1,3.6,2,0,-1,-2,-4,1,5,6,95
O=C(Nc1ccc(Cl)cc1-c1nc2ccccc2s1)c1ccco1,-0.9,2,-4,1,x,-5,1,0,-2,101
C[C@@H]1CCC[C@]2(O[C@H](CCO)C[C@@H](O)[C@@H]2O)O1,-0.6,10,-2,-6,-12,-2,2,2,4,100
CCC/C=C/c1ccc(CN2C(C)C(=O)N(Cc3cn(CC4CCCCC4)nn3)CCS2(=O)=O)cc1 (centres undefined),5.2,9,-11,-2,-7,5,-2,-12,3,98
O=C(COC(=O)c1c(F)cccc1F)NC(=O)NCc1ccccc1,-0.8,4,5,-21,-9,4,3,4,-4,95
CCc1ccc(CCC(=O)Nc2nnc(C)s2)o1,-0.2,0,9,-5,-8,6,-3,6,15,108
CC1(C)CC(=O)C(C=NCc2ccc3c(c2)OCO3)=C(O)C1,-2.5,15,4,2,x,-1,2,5,4,93
CCc1nnc(NC(=O)CCC(=O)N2CCN(S(=O)(=O)c3cc(Cl)ccc3OC)CC2)s1,0.8,13,-1,7,-7,-3,1,2,4,100
CC(C)(C)S(=O)(=O)c1nc2ccccc2s1,-0.5,11,3,0,-5,-1,-2,1,6,98
CC1CCCCC1NC(=O)CN1C(=O)CSc2cc(S(=O)(=O)N3CCCCCC3)ccc21 (centres undefined),-0.8,9,0,4,-5,-1,-2,12,-3,93

# Ordered by SMILES length (highest first): part of the list above.
SMILES,MC4R barr agon,MC4R antagonist,ABHD5 PLIN5 PPI,Granule exo inh,CaV13 FRET inh,HTR2A ag,Glyco luc inh,Cardio protect,PDI inh,ABCB6 inh 2
CCc1nnc(NC(=O)CCC(=O)N2CCN(S(=O)(=O)c3cc(Cl)ccc3OC)CC2)s1,0.8,13,-1,7,-7,-3,1,2,4,100
Cc1cc(=O)[nH]c(SCC(=O)N(CCC#N)c2ccccc2)c1C#N,-4.7,11,-1,-8,-7,0,-1,6,-2,106
CC(C)(C)S(=O)(=O)c1nc2ccccc2s1,-0.5,11,3,0,-5,-1,-2,1,6,98

# Compounds shown so far that have a halogen:
SMILES,MC4R barr agon,MC4R antagonist,ABHD5 PLIN5 PPI,Granule exo inh,CaV13 FRET inh,HTR2A ag,Glyco luc inh,Cardio protect,PDI inh,ABCB6 inh 2
O=C(Nc1ccc(Cl)cc1-c1nc2ccccc2s1)c1ccco1,-0.9,2,-4,1,x,-5,1,0,-2,101
O=C(COC(=O)c1c(F)cccc1F)NC(=O)NCc1ccccc1,-0.8,4,5,-21,-9,4,3,4,-4,95
CCc1nnc(NC(=O)CCC(=O)N2CCN(S(=O)(=O)c3cc(Cl)ccc3OC)CC2)s1,0.8,13,-1,7,-7,-3,1,2,4,100

# (listing goes on)
SMILES,MC4R barr agon,MC4R antagonist,ABHD5 PLIN5 PPI,Granule exo inh,CaV13 FRET inh,HTR2A ag,Glyco luc inh,Cardio protect,PDI inh,ABCB6 inh 2
c1ccc(Cc2nn3c(-c4ccncc4)nnc3s2)cc1,-1.7,-7,1,-1,-5,5,-5,5,7,103
Cc1cccc(NC(=O)c2sc3ncn(CC(=O)N4CCN(c5ccccn5)CC4)c(=O)c3c2C)c1,-4.4,19,-8,1,-7,6,-1,0,4,96
CC(CC(=O)N1CCN(c2cccc(Cl)c2)CC1)S(=O)(=O)c1ccc2c(c1)NC(=O)CO2 (centres undefined),-3.0,6,0,1,-6,3,-5,-14,-5,96
O=C(NC1CCCCCC1)C1CCN(S(=O)(=O)c2ccccc2)CC1,-1.2,6,-1,-1,-3,-2,-1,0,-5,94
CN(c1cccc(NC(=O)CN(c2ccc(F)cc2)S(C)(=O)=O)c1)S(C)(=O)=O,-1.4,-6,7,-2,-2,1,-3,-7,-4,98
CC(C)(C)OC(=O)N1CCC[C@H]1c1nnc(SCc2c(F)cccc2Cl)o1,-0.1,3,-2,-2,x,2,-3,0,-3,95
CC(=O)NS(=O)(=O)c1ccc(NC(=O)c2cccc(S(=O)(=O)N3CCc4ccccc43)c2)cc1,-2.0,-3,-3,2,-12,-2,0,-3,-2,99
Cc1ccc(NC(=O)CN2C(=O)N/C(=C\c3cccnc3)C2=O)cc1,0.1,9,-3,14,-6,-2,2,-5,0,95
Cc1cc(NC(=O)CSc2nc3ccccc3n2CCC#N)no1,-0.6,-3,-6,-1,0,2,-1,0,6,86
O=C(NCC1CCCO1)C(=O)N/N=C/c1ccc(O)c(Cl)c1 (centres undefined),2.4,6,2,1,5,-2,1,-2,-1,99
COc1cccc(C(=O)N(C)c2nnc(-c3ccncc3)s2)c1,1.3,4,0,3,x,3,0,-11,8,95
CCCN1CCN(CCCNC(=O)c2ccccc2NC(=O)C2=C(C)OCCS2)CC1,0.7,-1,-1,4,-4,-7,-2,9,4,94
Cc1ccc(S(=O)(=O)Nc2ccc(-n3cnnn3)cc2)c(C)c1,-4.4,1,9,-4,-5,-5,0,-2,-4,96
O=C(CN1CCOCC1)N1CCN(c2ccc([N+](=O)[O-])cc2)CC1,-0.3,4,-1,-1,1,-1,-1,1,-3,94
Cn1c(SCc2nc(-c3ccccc3)no2)nnc1-c1cccs1,-0.8,17,2,-3,-4,3,9,0,5,98

# In the list so far, these contain an aryl methoxy group.
SMILES,MC4R barr agon,MC4R antagonist,ABHD5 PLIN5 PPI,Granule exo inh,CaV13 FRET inh,HTR2A ag,Glyco luc inh,Cardio protect,PDI inh,ABCB6 inh 2
COc1cc(C(=O)NCc2ccc3c(c2)cc(C)n3C)cc(OC)c1OC,1.4,17,3,-1,5,-1,1,3,4,103
COc1cc(/C=N/N2CCN(c3ccccc3OC)CC2)ccc1O,-0.7,3,-14,-1,-4,-8,-1,8,1,92
CCc1nnc(NC(=O)CCC(=O)N2CCN(S(=O)(=O)c3cc(Cl)ccc3OC)CC2)s1,0.8,13,-1,7,-7,-3,1,2,4,100
COc1cccc(C(=O)N(C)c2nnc(-c3ccncc3)s2)c1,1.3,4,0,3,x,3,0,-11,8,95

# (next part)
SMILES,MC4R barr agon,MC4R antagonist,ABHD5 PLIN5 PPI,Granule exo inh,CaV13 FRET inh,HTR2A ag,Glyco luc inh,Cardio protect,PDI inh,ABCB6 inh 2
CC(C)Cc1cc(C(=O)N2CCC(N3CCC(C(=O)NC4CC4)CC3)CC2)n[nH]1,-1.6,15,1,1,-4,-2,-1,-3,-5,101
CN(C)S(=O)(=O)c1ccc(C(=O)NCCOc2ccccc2)cc1,0.1,5,0,-4,-14,-5,x,2,-4,103
O=C1C(Cc2ccccc2)Nc2ncnc(N3CCN(c4ccccc4)CC3)c2N1Cc1ccccc1 (centres undefined),-3.2,-2,3,22,-9,4,-1,20,-1,115
COc1ccc(/C=C/C(=O)Nc2cc(F)ccc2C)cc1S(=O)(=O)N1CCOCC1,-1.2,23,3,-6,-3,-3,2,8,-3,91
CCOC(=O)c1c(C)[nH]c(O)c1C=Nc1ccc(C(F)(F)F)cc1,-1.5,6,-12,-2,-9,0,-4,16,10,134
CCOC(=O)C1=C(COC(=O)c2ccc(OC)c(OC)c2OC)NC(=O)NC1C (centres undefined),-2.8,10,3,-5,-1,3,1,8,8,102
COc1ccccc1N1C(=NC(=O)CCC2CCCC2)SC2CS(=O)(=O)CC21 (centres undefined),0.6,6,-6,-2,-2,5,0,-2,-3,104
COc1ccc(Nc2c(-c3ccc(C)cc3)nc3cnccn23)cc1,-1.8,-1,-2,3,-16,1,-2,-7,3,99
COc1ccc(N(C(=O)CNC(=O)c2ccco2)C(C(=O)NC2CCCC2)c2ccc(C)o2)cc1 (centres undefined),-0.9,14,9,11,-2,-3,-1,3,-8,97
COc1ccc(NC(=O)c2ccc(Cl)nc2)cc1S(=O)(=O)N1CCCCC1,2.8,0,10,-4,-5,-6,5,-3,-6,97
CC1CC(C)CN(S(=O)(=O)c2ccc3c(c2)C(C)(C)C(=O)N3C)C1 (centres undefined),0.7,-2,-2,-11,-3,-3,1,-3,8,98
C=CCSc1nnc(-c2sc(-c3ccccc3)nc2C)n1C,-0.7,3,3,-2,-4,-3,2,-2,-3,101
COc1ccc(CN2CCNC(=O)C2CC(=O)N(C)Cc2nccs2)c(OC)c1 (centres undefined),-2.1,9,-2,-3,-7,1,2,-1,-2,98
Cc1cc(Cl)cc(C)c1OCCOCCNCc1ccccc1,3.6,0,3,6,2,-6,-2,-4,18,100
